Screens from PubChem BioAssay.
Dengue-2 NS5 capping: Dengue-2 NS5 methyltransferase inhibitors, primary screen, biochemical, confirmation dose response (AID 588689) | Dengue-2 NS5 methyltransferase capping enzyme assay, biochemical; higher % means a stronger effect | inhibition, % at 25 µM, or IC50 in µM where a hit was titrated | 340,000 tested, 0.3% active; in the data active = a potency from the dose series
Dengue-2 NS5 capping pilot replicate: further read-out of Dengue-2 NS5 capping, marked with its call; inhibition, %; measured here: pilot screen replicate inhibition
An asterisk follows results filed as active; & = joins results of further samples. This is a subset; rates above refer to the full screens.

SMILES	Dengue-2 NS5 capping	others
COc1ccccc1NC(=O)CSc1nccc(-c2ccco2)n1	-12%
CN(CC(=O)Nc1ccc(N2CCOCC2)cc1)C(=O)CCNC(=O)c1ccc(Br)cc1	-3%
CC(C)C(NC(=O)c1c(F)cccc1F)C(=O)NCc1ccc(S(=O)(=O)N2CCOCC2)cc1 (stereo unspecified)	-9%
CCC(C)c1ccccc1N1CC(C(=O)N2CCN(S(=O)(=O)c3ccccc3Br)CC2)CC1=O (stereo unspecified)	5%
CC(Oc1cccc(Br)c1)C(=O)NNC(=O)CCS(=O)(=O)c1ccccc1 (stereo unspecified)	-4%
N#CCC(=O)Nc1ccc(C(=O)NNC(=O)CCN2CCN(c3ccccc3)CC2)cc1	-13%
CCCCn1c(N)c(N(CC(C)C)C(=O)c2ccc(C)o2)c(=O)[nH]c1=O	-6%
CC(C)CN(C(=O)c1ccc2c(c1)OCO2)C1CCS(=O)(=O)C1 (stereo unspecified)	-1%
CCOC(=O)C1CCN(C(=O)c2cc(S(=O)(=O)N3CCc4ccccc43)ccc2OC)CC1	-4%
O=c1c(OCc2ccccc2)cccn1Cc1ccccc1	1%
CCOC(=O)C1CCN(C(=O)c2ccc3c(=O)n4nc(Nc5ccccc5CC)sc4nc3c2)CC1	-3%
O=C(COC(=O)Cc1c(Cl)cccc1Cl)NC1CCCC1	-11%
CCOC(=O)C(C(=O)c1ccccc1)C(c1ccccc1)c1nccc2ccccc12 (stereo unspecified)	2%
Cc1ccc(NC(=O)COC(=O)CN2C(=O)C3CCCCC3C2=O)cc1C (stereo unspecified)	-8%
CCN(Cc1nc2ccccc2c(=O)[nH]1)C(=O)c1cccc(OCc2c(C)noc2C)c1	-2%
CCOC(=O)c1sc(N)nc1C(F)(F)F	7%
CC(C)c1ccc(CN2CCN(C(=O)CSc3nnnn3C3CC3)CC2)cc1	-7%
COc1ccc(C(CNC(=O)c2ccc(-c3ccccc3Cl)o2)N2CCOCC2)cc1 (stereo unspecified)	1%
CN(CC(=O)Nc1ccc(F)cc1)C(=O)CNC(=O)C1CCCCC1	3%
Cc1nnc(SCC(=O)c2c(N)n(C3CC3)c(=O)[nH]c2=O)n1-c1ccccc1	-8%
O=S(=O)(/C=C/C=C/S(=O)(=O)c1ccccc1)c1ccccc1	-24%
CCCCCCCCCCCCCCCC[N+](C)(C)CCl	-2%
COC(=O)[C@@]1(Cc2ccccc2)[C@H]2C(=O)N(C)C(=O)[C@H]2[C@H]2CN=C(SCc3ccc(Cl)cc3)N21	-1%	Dengue-2 NS5 capping pilot replicate=-1.5
COc1ccc(NS(=O)(=O)c2ccc(O)c(C(=O)OCC(=O)N3CCCCC3)c2)cc1	4%
C[C@@H]1CN([C@H](C)CO)S(=O)(=O)c2ccc(Br)cc2O[C@@H]1CN(C)C(=O)CN1CCOCC1	0%
O=C(CN1CSCC1=O)N1CCN(S(=O)(=O)c2ccc(Cl)cc2)CC1	0%
COc1ccccc1/C=C/C(=O)OCC(=O)N1CCCCC1	-1%
O=C(O)c1cccc2c1/C(=N/O)c1ccccc1-2	-2%
CCC1(c2ccccc2)NC(=O)N(CC(=O)Nc2cccc(S(=O)(=O)N3CCCCC3)c2)C1=O (stereo unspecified)	3%
Cc1ccc(NC(=O)CN2C(=O)NC(C)(C3CC3)C2=O)c(C)c1 (stereo unspecified)	-1%
COc1ccc(CC(C)NCC(O)c2ccc(O)c(NC=O)c2)cc1 (stereo unspecified)	5%&-1%
COc1cccc(NC(=O)CN(C)C(=O)c2cc(S(=O)(=O)N3CCCCC3)ccc2Cl)c1	-4%
O=C(CCNC(=O)N1CC(=O)Nc2ccccc21)NCc1ccccc1	1%
Cc1ccc(CN(C)C[C@@H]2OCc3cnnn3CCCC(=O)N([C@H](C)CO)C[C@H]2C)cc1	-1%
Cc1cccc(OCCCCN2CCNCC2)c1	11%
CC(Sc1nnc(C2CC2)n1C1CC1)C(=O)NC1(C#N)CCCCC1 (stereo unspecified)	0%
C=CCC[C@@H](Cc1ccc(F)cc1)C(=O)OC[C@@H](Cc1c[nH]c2ccccc12)NC(=O)[C@H](CC=C)CC(=O)NCCO	3%
O=C(Nc1cccc(S(=O)(=O)NC2=NCCC2)c1)c1cc(F)c(F)c(F)c1F	-3%
NS(=O)(=O)c1ccc(SCc2ccccc2)nc1	-1%
Nc1cc(S(=O)(=O)c2ccc(N3CCCCC3)c(N)c2)ccc1N1CCCCC1	-4%
Cc1ccc(COC(=O)CN2C(=O)NC3(CCCC3)C2=O)cc1	-4%
CCN(CC)C(=O)C1=C(C)N(Cc2ccc(F)cc2)C(=O)C(CC(=O)NCCCN(C)C)C1 (stereo unspecified)	4%
O=C(CN1CCN(S(=O)(=O)c2ccccc2)CC1)Nc1ccc(Cl)c([N+](=O)[O-])c1	1%
OCc1nc2ccccc2n1CCCc1ccccc1	2%
COc1ccc2ccccc2c1/C=N/NC(=O)c1cccc(C)c1	-2%
O=C(CCc1ccc(O)cc1)NN=Cc1cc(Br)ccc1O	-1%
COc1ccccc1NC(=O)c1ccc(S(=O)(=O)N(C)c2ccccc2)cc1	-16%
CCN(CC)S(=O)(=O)c1ccc(OC)c(NC(=O)c2ccc(-n3cncn3)c([N+](=O)[O-])c2)c1	7%
O=C(COC(=O)c1cnccn1)NC(=O)c1ccccc1	-4%
CCOc1ccccc1C(O)C1=CC(=O)c2ccccc2C1=O (stereo unspecified)	11%
COc1cc(C(=O)NCC2CCCO2)ccc1OCc1ccc(Cl)cc1Cl (stereo unspecified)	-2%
COc1ccc(NC(=O)COC(=O)CCc2nc3ccccc3c(=O)[nH]2)c(OC)c1	-2%
C[C@@H]1CN([C@@H](C)CO)C(=O)c2cc(Br)cnc2O[C@H]1CN(C)C(=O)Nc1ccc(F)cc1	-9%
O=C(NCc1nnnn1-c1ccc(F)cc1)C(=O)c1c[nH]c2ccccc12	-1%
OC(c1ccccc1)c1ccncc1 (stereo unspecified)	-2%
COc1cccc(CN(C)CC(=O)Nc2ccccc2C(=O)NC2CC2)c1	-2%
Cc1cc(C)cc(OCC(=O)Nc2ccc(N3CCCCC3)cc2)c1	-2%
COc1cccc(CNC(=O)COC(=O)/C=C/c2ccc(SC)cc2)c1	-8%
COc1ccccc1C(=O)NC(=O)COC(=O)c1nc2nc(C)cc(C)n2n1	-3%
COc1ccc(C(=O)COC(=O)Cc2c[nH]c3ccccc23)c(OC)c1	4%

Quoted from the entries so far, 17 compounds:
SMILES	Dengue-2 NS5 capping	others
OCc1nc2ccccc2n1CCCc1ccccc1	2%
COc1ccc2ccccc2c1/C=N/NC(=O)c1cccc(C)c1	-2%
O=C(CCc1ccc(O)cc1)NN=Cc1cc(Br)ccc1O	-1%
COc1ccccc1NC(=O)c1ccc(S(=O)(=O)N(C)c2ccccc2)cc1	-16%
CCN(CC)S(=O)(=O)c1ccc(OC)c(NC(=O)c2ccc(-n3cncn3)c([N+](=O)[O-])c2)c1	7%
O=C(COC(=O)c1cnccn1)NC(=O)c1ccccc1	-4%
CCOc1ccccc1C(O)C1=CC(=O)c2ccccc2C1=O (stereo unspecified)	11%
COc1cc(C(=O)NCC2CCCO2)ccc1OCc1ccc(Cl)cc1Cl (stereo unspecified)	-2%
COc1ccc(NC(=O)COC(=O)CCc2nc3ccccc3c(=O)[nH]2)c(OC)c1	-2%
C[C@@H]1CN([C@@H](C)CO)C(=O)c2cc(Br)cnc2O[C@H]1CN(C)C(=O)Nc1ccc(F)cc1	-9%
O=C(NCc1nnnn1-c1ccc(F)cc1)C(=O)c1c[nH]c2ccccc12	-1%
OC(c1ccccc1)c1ccncc1 (stereo unspecified)	-2%
COc1cccc(CN(C)CC(=O)Nc2ccccc2C(=O)NC2CC2)c1	-2%
Cc1cc(C)cc(OCC(=O)Nc2ccc(N3CCCCC3)cc2)c1	-2%
COc1cccc(CNC(=O)COC(=O)/C=C/c2ccc(SC)cc2)c1	-8%
COc1ccccc1C(=O)NC(=O)COC(=O)c1nc2nc(C)cc(C)n2n1	-3%
COc1ccc(C(=O)COC(=O)Cc2c[nH]c3ccccc23)c(OC)c1	4%

Returning to the listing, repeating the two entries before the break.
SMILES	Dengue-2 NS5 capping	others
COc1ccccc1C(=O)NC(=O)COC(=O)c1nc2nc(C)cc(C)n2n1	-3%
COc1ccc(C(=O)COC(=O)Cc2c[nH]c3ccccc23)c(OC)c1	4%
COc1ccc(S(=O)(=O)N2CCOCC2)cc1NC(=O)CN1CCN(C)CC1	3%
CC(C)CCn1nc(C(=O)OCC(=O)NC(C)c2ccccc2)c2ccccc2c1=O (stereo unspecified)	-6%
COc1cc(NC(C)CCCN)c2nc(C)ccc2c1Oc1ccc(F)cc1 (stereo unspecified)	3%
COc1ccc(NC(=O)COC(=O)CC2CCCC2)cc1	1%
COc1ccc(S(=O)(=O)N2CCCCC2)cc1NC(=O)CCc1cc(OC)c(OC)c(OC)c1	1%
CCC(=O)c1ccc(OCC(=O)NCC2COc3ccccc3O2)cc1 (stereo unspecified)	-9%
CC(SC1=Nc2ccccc2C2CC=NN12)C(=O)NC1(C#N)CCCCC1 (stereo unspecified)	-1%
O=C(OCc1cn([C@@H]2CN(C(=O)c3cccs3)[C@@H](c3ccccc3)C[C@H]2O)nn1)c1ccccc1	-13%
CN(CC(=O)Nc1cccc(F)c1)C(=O)c1cccc(S(=O)(=O)N2CCN(c3ccc(F)cc3)CC2)c1	2%
COC(=O)C1(Cc2ccc3c(c2)CCC3)Cc2ccc3c(c2C1=O)CCC3 (stereo unspecified)	-1%
O=C(COC(=O)c1ccc(Br)cc1)Nc1cccnc1Cl	0%
CC1CN(S(=O)(=O)c2cccc(C(=O)NCC3COc4ccccc4O3)c2)CC(C)O1 (stereo unspecified)	2%
Cc1cccc(S(=O)(=O)Nc2ccc(-c3ccc4nncn4n3)cc2)c1	-8%
CC1CN(C(=O)COC(=O)/C=C/c2cccc([N+](=O)[O-])c2)CC(C)O1 (stereo unspecified)	0%
COc1ccc(N2CCN(C(=O)COC(=O)CNC(=O)c3ccc(Cl)cc3Cl)CC2)cc1	3%
COc1ccc(CCN2CC(C(=O)NCC(=O)Nc3ccc(F)c(F)c3)CC2=O)cc1OC (stereo unspecified)	-7%
Cn1c(SCC(=O)NCC2CCCO2)ncc(C(=O)Nc2ccc(Cl)cc2)c1=O (stereo unspecified)	-14%
CC(C)CCN(C(=O)C1CSC2(C)CCC(=O)N12)c1c(N)n(Cc2ccccc2)c(=O)[nH]c1=O (stereo unspecified)	6%
COc1cccc(-c2ncc3ccccc3c2COC(=O)N2CCOCC2)c1	3%
CC1CCCCC1NC(=O)COC(=O)c1cc(=O)[nH]c2ccccc12 (stereo unspecified)	-12%
O=C(Nc1ccc(-c2nc3ccccc3[nH]2)cc1)C1CCCN(Cc2ccn[nH]2)C1 (stereo unspecified)	0%
CCCCn1c2c(cc(C(=O)OC)c1=O)C(=O)CCC2	3%	Dengue-2 NS5 capping pilot replicate=0.9
CCOC(=O)C(=COC(=O)c1ccccc1)NC(=O)Cc1ccccc1	0%
CN(C1CCCCC1)S(=O)(=O)c1ccc(SCC(=O)NC(C)(C)C)nc1	-4%
CNC(=O)C[C@H]1C(=O)N(CCc2ccccc2)C[C@@H]1C	-3%
COc1cccc(/C=N/Nc2ccc(Cl)nn2)c1OC	-7%
CC(C)(CCc1ccccn1)C(=O)CCCc1ccccn1	-2%
CC1CCCC(C)N1C(=O)COC(=O)c1cc(F)c(F)cc1Cl (stereo unspecified)	1%
NS(=O)(=O)c1ccc(CCNC(=O)COC(=O)C2CCN(c3ccc(C(F)(F)F)cn3)CC2)cc1	-6%
CCN(c1ccccc1)S(=O)(=O)c1ccc(OC)c(NC(=O)C2CCC2)c1	9%
COC(=O)C[C@H](NC(=O)Cn1cc(C)c(=O)[nH]c1=O)C(=O)OC	-8%
CC(=O)c1c(C)[nH]c(C(=O)OCC(=O)NNC(=O)c2ccc([N+](=O)[O-])cc2)c1C	3%
CC(=O)C1CCC2C3CCC4CC(=O)CCC4(C)C3C(O)CC12C (stereo unspecified)	-6%
CC(=O)c1cccc(NC(=O)COC(=O)Cc2ccc(Cl)cc2)c1	4%
Cc1ccc(OCCC(=O)OCC(=O)NC2CCCC(C)C2C)cc1 (stereo unspecified)	-7%
C=CCn1c(SCC(=O)NCC2CCCO2)nnc1-c1ccncc1 (stereo unspecified)	-14%
COc1ccc(S(=O)(=O)N2CCCCC2)cc1NC(=O)c1ccc(OC)c(OC)c1	-4%
O=C(CNc1ccccc1N1CCCC1=O)Nc1cc(C(F)(F)F)ccc1-n1cncn1	1%
CCOC(=O)C1C(=O)NC(C(=O)OCC)(C(=O)OCC)C1CC (stereo unspecified)	-9%
CC1CN(S(=O)(=O)c2cc(C(=O)NCCCN3CCCC3=O)ccc2Cl)CC(C)O1 (stereo unspecified)	-1%
Cc1ccc(Cc2c(-c3ccc(Cl)cc3)nc3ccc(Br)cn23)cc1	3%
CCC(OC(=O)C(CC(C)C)NC(=O)c1ccccc1)C(=O)Nc1nnc(C)s1 (stereo unspecified)	-4%
C[C@H](/C=C/[C@@]1(O)[C@H](C)C[C@H](O)CC1(C)C)O[C@@H]1O[C@H](CO)[C@@H](O)[C@H](O)[C@H]1O	-3%
C[C@H]1CN([C@@H](C)CO)S(=O)(=O)c2ccc(Br)cc2O[C@H]1CN(C)Cc1ccc(F)cc1	-3%
COc1ccc2nc(NC(=O)CCNC(=O)c3ccco3)sc2c1	4%
COc1ccc([C@H]2CC(=O)C=C(c3cccc4c3Oc3ccccc3S4)C2)cc1	-3%
CCN(CC)c1ccc(NC(=O)CSc2nc3nc(C)cc(C)c3c(=O)[nH]2)cc1	2%
O=C(COc1ccc(Br)cc1)Nc1ccccc1C(=O)NC1CC1	-7%
Cc1ccc(S(=O)(=O)NCC(=O)OCC(=O)N2C(C)CCCC2C)cc1 (stereo unspecified)	-12%
O=C(NCc1ccccc1)c1ccc2c(c1)S(=O)(=O)c1cc(Cl)ccc1C2=O	0%
COc1ccc(C2=NCCn3c2c2ccc(C(F)(F)F)cc2[n+]3[O-])cc1	-6%
C[C@@H]1CN([C@H](C)CO)C(=O)CCCn2nncc2CO[C@H]1CN(C)S(=O)(=O)c1ccc(Oc2ccccc2)cc1	0%
